S100A4 inh HTS = blocks human S100A4 binding to myosin IIA peptide. inhibition, % at 10.7 µM. S100A4/TAMRA-MyoIIA peptide fluorescence polarization. P26447. actives 0.14% (n = 360,000);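 active = mean inhibition of at least 70% across replicates, with every replicate also reaching that level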
Target sequence (P26447 whole entry, looked up): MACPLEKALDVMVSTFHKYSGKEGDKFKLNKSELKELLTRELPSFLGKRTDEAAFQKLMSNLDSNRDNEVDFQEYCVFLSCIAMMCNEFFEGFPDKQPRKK
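Material: S100A4 monomer (human). Medium: Calcium-containing HEPES buffer, pH 7.2. Probe or stimulus: labelled myosin peptide probe, 5 nM. Compound dosing: one concentration per compound. Timing: polarization read 5 min after assay mix addition, stable 5–60 min. Benchmarks: DMSO as neutral control, TFP as positive control.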
ERp5 block = ERp5 (human) disulfide isomerase inhibition; Q15084; AID 651711; inhibition, % at 9.99 µM; ERp5 insulin aggregation, absorbance 650 nm, 90 min; actives 0.05% (n = 350,000);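 active = mean replicate inhibition above about 25%, with every replicate also reaching it, limit read from the data, passing the limit was not always enough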
esBAF inh = inhibitors of esBAF chromatin remodeling in mouse ES cells; actives 2% (n = 350,000); Bmi1-luciferase knock-in reporter, 24 h; 100% = twice the neutral-well signal; AID 602393; reporter increase, % at 12.5 µM; in the data active = activation above about 40%;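 also: 0% = median of the plate's neutral control wells and 100% = double that signal; a rise in the Bmi1 reporter signal indicates esBAF inhibition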
RAD52 inh = RAD52 (human) annealing inhibition; recombinant RAD52 DNA annealing, FRET fluorescence; inhibition, % at 18.7 µM; actives 0.46% (n = 360,000);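 active = every replicate showing at least 50% inhibition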
RAD54 branch = inhibitors of human RAD54 branch migration. Q92698. RAD54 Holliday junction branch migration, FAM/BHQ fluorescence. inhibition, % at 10.4 µM. actives 0.14% (n = 360,000);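 active = mean normalized replicate activity at least 40 and at least half of replicates scoring 40 or more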;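 also: 0% = median of neutral control wells and 100% = median of positive control wells; inhibitors cause a drop in the FAM fluorescence signal; in these data hits start at about 50%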
Target sequence (Q92698 whole entry, looked up): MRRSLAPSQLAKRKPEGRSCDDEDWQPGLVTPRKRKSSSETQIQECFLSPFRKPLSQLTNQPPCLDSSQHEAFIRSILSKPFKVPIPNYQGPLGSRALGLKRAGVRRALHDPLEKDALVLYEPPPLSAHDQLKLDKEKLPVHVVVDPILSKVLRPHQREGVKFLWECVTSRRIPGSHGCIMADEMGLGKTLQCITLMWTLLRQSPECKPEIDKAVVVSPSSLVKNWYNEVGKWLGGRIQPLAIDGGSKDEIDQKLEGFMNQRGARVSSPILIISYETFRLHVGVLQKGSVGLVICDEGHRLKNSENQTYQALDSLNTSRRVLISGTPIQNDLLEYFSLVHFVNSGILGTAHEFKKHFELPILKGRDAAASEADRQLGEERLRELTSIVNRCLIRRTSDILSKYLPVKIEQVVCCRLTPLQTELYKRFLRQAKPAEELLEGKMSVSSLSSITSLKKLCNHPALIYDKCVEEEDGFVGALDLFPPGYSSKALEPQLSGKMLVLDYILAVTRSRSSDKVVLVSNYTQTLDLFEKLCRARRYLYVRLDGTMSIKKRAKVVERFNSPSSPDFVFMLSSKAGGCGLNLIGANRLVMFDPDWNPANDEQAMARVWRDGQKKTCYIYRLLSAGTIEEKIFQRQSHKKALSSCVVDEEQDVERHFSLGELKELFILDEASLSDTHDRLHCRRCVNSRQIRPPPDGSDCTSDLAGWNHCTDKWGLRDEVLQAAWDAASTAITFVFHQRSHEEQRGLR
ERAP1 HTS inh = blocks human ERAP1 aminopeptidase activity; Q9NZ08; recombinant ERAP1, Leu-AMC fluorescence, 60 min; inhibition, % at 10.7 µM; actives 0.15% (n = 340,000);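 active = mean replicate inhibition of at least 30%, or all replicates individually reaching that 30% level; inactive = mean below 30% and not every replicate reaching it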;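 also: 0% = neutral control wells and 100% = L-leucinethiol positive control wells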
XiGFP reactiv = activators of X-chromosome reactivation in mouse fibroblasts; XiGFP mouse fibroblasts, % GFP-positive cells imaging, 3 d; cells co-treated with 5-aza-dC sensitizer; scaled so ellipticine positive control = 100%; activation, % at 7.58 µM; actives 0.055% (n = 360,000); AID 743238;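 active = mean normalized replicate activation at least 10% and every replicate at or above 10%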;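 also: 0% = median of on-plate neutral control wells and 100% = ellipticine 6 µM median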
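System: XiGFP fibroblasts, SV40-immortalized. Medium: DMEM plus 5-aza-dC sensitizer. Doses: single point. Timing: 3 d treatment, 15 min room-temperature fixation. Control set: ellipticine 6 µM.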
E-selectin induc = E-selectin induction on HUVECs. P16581. HUVEC E-selectin immunofluorescence imaging; normalized: neutral wells 0, TNF-alpha wells 100. activation, % at 7.58 µM. actives 0.37% (n = 260,000);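 active = mean E-selectin-positive cell signal at least 10% of the positive control, reached in at least 60% of replicates, without over 20% cell loss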;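 also: in these data hits start at about 27%; measured in HUVEC primary endothelial cells; signal is the percent of cells scored E-selectin positive by PE staining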
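Read-out basis: % PE-positive cells; Test system: HUVEC primary endothelial cells; Technique: immunofluorescence imaging; Dosing: single-point compound dose.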
Starred values were filed as active, the others as inactive; · = not tested or not shown; & = joins results of further samples.

SMILES | S100A4 inh HTS | ERp5 block | esBAF inh | RAD52 inh | RAD54 branch | ERAP1 HTS inh | XiGFP reactiv | E-selectin induc
CCOc1ccc(CN2CCN(CCCc3ccccc3)C(CCO)C2)cc1 (stereo unspecified) | -2 | 3 | -2 | -7 | 4 | -1 | 0.1 | 0.2
C[C@H]1CN([C@@H](C)CO)C(=O)Cc2cc(NS(C)(=O)=O)ccc2O[C@@H]1CN(C)S(=O)(=O)c1cn(C)cn1 | · | · | 0 | · | 2 | · | 0.0 | -4.1
C[C@H]1CN([C@@H](C)CO)C(=O)Cc2cc(NC(=O)Cn3cnnn3)ccc2O[C@@H]1CN(C)Cc1ccc(Oc2ccccc2)cc1 | 5 | -9 | 0 | 18 | -4 | -1 | -0.1 | -3.5
O=C(C[C@H]1CC[C@H]2[C@@H](COC[C@@H](O)CN2C(=O)Nc2ccc(Cl)c(Cl)c2)O1)NCc1ccc(F)cc1 | -11 | 2 | 0 | 26 | 7 | 1 | 0.4 | 0.7
COCC(=O)N1[C@H](CO)[C@H](c2ccccc2-c2ccc(C)cc2)[C@@H]1C#N | 2 | 0 | · | 14 | · | -1 | 0.0 | -0.1
CSc1cccc(NC(=O)CN2C(=O)COc3ccc(S(=O)(=O)N4CCOCC4)cc32)c1 | 1 | 2 | -3 | -9 | -14 | -4 | 0.0 | ·
COc1ccc(S(=O)(=O)Nc2ccc3c(c2)CC(=O)N([C@H](C)CO)C[C@@H](C)[C@@H](CN(C)C(=O)NC(C)C)O3)cc1 | 10 | 4 | -4 | 12 | 1 | 0 | -1.1 | -3.1
CNC[C@H]1OCCCC[C@@H](C)Oc2ccc(N(C)C)cc2C(=O)N([C@H](C)CO)C[C@@H]1C | -4 | -1 | -1 | 1 | -7 | 1 | -0.2 | 2.9
OC1(C#Cc2c(-c3ccsc3)oc3ccc(N4CCOCC4)cc23)CCCCC1 | -4 | 3 | -5 | -22 | -3 | -1 | 0.0 | 0.2
C[C@H](CO)N1C[C@H](C)[C@@H](CN(C)C(=O)Nc2ccc3c(c2)OCO3)Oc2c(NC(=O)Nc3ccc4c(c3)OCO4)cccc2C1=O | 1 | 6 | 13 | -2 | -5 | -15 | -0.1 | 0.0
CCN(C(=O)CSc1nnc(NCCOC)s1)c1c(N)n(Cc2ccccc2)c(=O)[nH]c1=O | 13 | 13 | -10 | -2 | 9 | -1 | 0.0 | ·
CCC(=O)N(C)C[C@@H]1Oc2cc(C#Cc3ccncc3)ccc2S(=O)(=O)N([C@@H](C)CO)C[C@H]1C | 12 | -3 | -6 | 6 | -3 | 0 | 0.5 | 2.6
O=C(Nc1c2c(nn1-c1ccccc1)CS(=O)(=O)C2)C1CC1 | -3 | 1 | 2 | 11 | 13 | -7 | 0.1 | -0.1
O=[N+]([O-])c1ccccc1CNCCO | -1 | -3 | -7 | -10 | -7 | 1 | 0.5 | 1.3
CC(=O)Nc1c2c(nn1-c1ccccc1)CSC2 | 4 | -2 | 5 | -10 | -1 | -1 | 0.1 | ·
Cc1cccc(C)c1N1C(=O)[C@@H]2C(c3ccccc3Cl)=NO[C@@H]2C1=O | -2 | -1 | 0 | -18 | · | -1 | 0.1 | -0.1
Cc1cccc(/N=C/c2c(O)n(Cc3ccc4c(c3)OCO4)c(=O)c3ccccc23)n1 | 2 | 1 | · | 4 | · | -5 | 0.1 | 0.5
COc1cccc(C(=O)C2CCCN(Cc3cccn3-c3cccnc3)C2)c1 (stereo unspecified) | -2 | -2 | · | 3 | · | -5 | 0.3 | ·
Cc1nc(C(F)(F)F)ccc1C(=O)Nc1ccc(C(F)(F)F)cn1 | -3 | 4 | 1 | -10 | -4 | 3 | 0.0 | -0.5
CCC(=O)N(C)C[C@H]1Oc2cc(-c3ccc(C)cc3)ccc2S(=O)(=O)N([C@H](C)CO)C[C@H]1C | -2 | · | 3 | -7 | -9 | 0 | -0.9 | 0.3
O=C(N/N=C/c1ccncc1)/C(=C/c1ccccc1)NC(=O)c1ccccc1 | -9 | 0 | 0 | -19 | 1 | -1 | · | ·
Cc1ccc(Cl)c(OCC(=O)Nc2ccccc2C(=O)NC2CC2)c1 | -1 | 1 | -4 | -1 | -11 | 1 | 0.0 | 0.4
COCCNC(=O)c1onc(CSc2cccc(OC)c2)c1C(=O)O | -2 | -1 | -5 | -10 | 7 | -2 | -0.3 | 0.1
O=S(=O)(c1ccccc1S(=O)(=O)N1CCCCC1)N1CCCCC1 | -2 | 1 | 2 | -9 | -9 | -1 | · | ·
C[C@H]1CN([C@@H](C)CO)C(=O)c2cc(NC(=O)C3CC3)ccc2O[C@H]1CN(C)Cc1ccc(Cl)c(Cl)c1 | 1 | 1 | 2 | 20 | 1 | 2 | 0.2 | 0.3
Cc1ccn2c(=O)c(NC(=O)c3ccc4c(c3)OCO4)c(C)nc2c1 | 3 | 1 | -7 | -2 | 3 | 1 | 0.2 | 0.4
CCN(C(=O)CSc1nc2ccccc2c(=O)n1C(C)COC)C1CCS(=O)(=O)C1 (stereo unspecified) | 1 | -2 | -6 | -7 | -3 | 4 | -0.1 | 2.6
O=C(COC(=O)CC(c1ccccc1)c1ccccc1)NCc1ccccc1 | 5 | 1 | · | -8 | · | -8 | 0.2 | ·
C=CCc1cc(Cl)ccc1OCCCNCCO | -7 | 2 | · | 8 | · | 1 | 0.0 | ·
CC(C)CN1CCN(Cc2ccc3ncccc3c2)CC1CCO (stereo unspecified) | 0 | 1 | -2 | 0 | 9 | 0 | 0.0 | 0.0
CC=Cc1ccc2n(c1=O)C[C@H]1[C@H](CO)[C@@H](C(=O)NCCC)N(CC3CC3)[C@@H]21 (mixture of isomers) | 2 | -4 | -2 | -4 | 2 | -3 | 0.8 | -0.4
Cc1ccc2[nH]c(C)c(CC(=O)NCc3ccccc3)c2c1 | -2 | -1 | 0 | -13 | -3 | -1 | 0.0 | ·
Cc1ccc(S(=O)(=O)N(C)C[C@@H]2Oc3ccc(NC(=O)Nc4c(C)noc4C)cc3CC(=O)N([C@@H](C)CO)C[C@@H]2C)cc1 | 0 | 0 | 3 | 5 | 55* | 0 | 0.0 | -0.2
O=C(NCc1cccnc1)c1ccc(NS(=O)(=O)c2ccccc2)cc1 | 3 | -8 | -5 | -12 | -11 | -1 | 0.4 | -0.1
O=C(Nc1ccnc(-c2ccncc2)n1)C1CC1 | -24 | 1 | 1 | -8 | · | 6 | 0.0 | 6.6
C[C@H](CO)N1C[C@H](C)[C@@H](CN(C)C(=O)CN(C)C)Oc2ncc(-c3ccccc3F)cc2C1=O | 0 | -1 | 6 | -3 | 2 | 0 | -0.5 | 0.2
O=C(c1nc2ccccn2c1CNCCOc1cccnc1)N1CCOCC1 | 5 | -2 | -8 | -16 | · | -2 | 0.0 | ·
Cc1ccc(/C=C2\SC(=O)N(CCNC(=O)C3CSC4(C)CCC(=O)N34)C2=O)cc1 (stereo unspecified) | -2 | 4 | · | -4 | 2 | -2 | 0.0 | 0.2
CC(=O)c1ccc(NC(=O)C(NC(=O)c2ccccc2)=C(C)C)cc1 | 1 | 0 | -9 | 5 | 0 | -7 | 0.0 | ·
O=C(c1ccccc1F)N1CC(=O)N2[C@H](CO)[C@H](c3ccc(-c4ccc(F)cc4)cc3)[C@H]2C1 | -2 | -1 | · | -17 | · | 3 | 0.2 | -0.2

For convenience, some entries already given:
SMILES | S100A4 inh HTS | ERp5 block | esBAF inh | RAD52 inh | RAD54 branch | ERAP1 HTS inh | XiGFP reactiv | E-selectin induc
CC=Cc1ccc2n(c1=O)C[C@H]1[C@H](CO)[C@@H](C(=O)NCCC)N(CC3CC3)[C@@H]21 (mixture of isomers) | 2 | -4 | -2 | -4 | 2 | -3 | 0.8 | -0.4
Cc1ccc2[nH]c(C)c(CC(=O)NCc3ccccc3)c2c1 | -2 | -1 | 0 | -13 | -3 | -1 | 0.0 | ·

3 compounds already listed, sorted by the value under S100A4 inh HTS, lowest first.
SMILES	S100A4 inh HTS
Cc1ccc2[nH]c(C)c(CC(=O)NCc3ccccc3)c2c1	-2
C[C@H](CO)N1C[C@H](C)[C@@H](CN(C)C(=O)CN(C)C)Oc2ncc(-c3ccccc3F)cc2C1=O	0
O=C(c1nc2ccccn2c1CNCCOc1cccnc1)N1CCOCC1	5

More compounds follow:
SMILES | S100A4 inh HTS | ERp5 block | esBAF inh | RAD52 inh | RAD54 branch | ERAP1 HTS inh | XiGFP reactiv | E-selectin induc
N#Cc1cncc(C#Cc2ccccc2)c1 | 0 | 4 | 12 | -9 | · | 0 | -0.1 | 0.1
Cc1ccc(-c2nn(CCC(=O)Nc3cccnc3)c(=O)c3ccccc23)cc1 | -2 | 1 | · | -28 | -7 | -4 | 0.0 | -0.1
Cc1c(OCC(=O)N2CCC(C(=O)O)CC2)ccc2c3c(c(=O)oc12)CCCC3 | 1 | 6 | -3 | -4 | -2 | · | · | ·
CC(CCc1ccccc1)NC(=O)[C@@H]1Cc2ccccc2CN1 (stereo partly specified) | -2 | -1 | -1 | -3 | 3 | -8 | 0.0 | -0.2
Cc1cc(OC(C)C(=O)NNC(=O)Nc2ccc(F)cc2F)cc(C)c1Cl (stereo unspecified) | -2 | -8 | -3 | 1 | 1 | -2 | -0.2 | 1.0
CC1(c2ccc([N+](=O)[O-])cc2)NC(=O)N(CC(=O)Nc2cccnc2Cl)C1=O (stereo unspecified) | 8 | 3 | -3 | -7 | -7 | 1 | 0.0 | 0.1
COc1cccc(NC(=O)C(C)SCc2ccccc2)c1 (stereo unspecified) | -5 | 4 | · | -10 | · | -1 | -0.1 | -0.1
CC(C)NC(=O)N(C)C[C@H]1Oc2c(NC(=O)Nc3ccc(C(F)(F)F)cc3)cccc2C(=O)N([C@H](C)CO)C[C@@H]1C | -20&2 | 2&5 | 14&6 | -6&-11 | 2&10 | -3&-17 | -0.3&0.3 | -0.1
COC(=O)C1CN(C(=O)COc2ccc(Cl)cc2Cl)c2ccccc2O1 (stereo unspecified) | 0 | 8 | -2 | -7 | 1 | 0 | -0.1 | 0.0
Cc1ccc(Cl)cc1NC(=O)CCN1C(=O)C2C3CCC(C3)C2C1=O (stereo unspecified) | 11 | -4 | -13 | -38 | -12 | -2 | 0.0 | ·
COc1ccc(OC)c(/C=N/NC(=O)C(=O)N2CCCC2)c1 | 1 | 4 | · | -8 | · | -1 | 0.4 | -0.1
CCn1c(SC)nc2cc(S(=O)(=O)N3CCCCC3)ccc21 | -1 | 5 | 4 | -1 | -4 | -3 | 0.1 | -0.7
O=C(COC(=O)/C=C/c1ccccc1[N+](=O)[O-])NC1CCS(=O)(=O)C1 (stereo unspecified) | -5 | -1 | · | 3 | · | -4 | 0.6 | 0.0
C#CCN([C@H](/C=C/C1CC1)[C@@H](O)Cc1ccccc1)[C@@H](Cc1ccccc1)C(=O)OC | 8 | -1 | · | -7 | · | -1 | · | ·
CN(C(=O)C1CCN(S(=O)(=O)c2cccc3nonc23)CC1)C1CCCCC1 | 0 | -3 | -2 | -5 | 13 | -1 | 0.0 | ·
Cc1cccc(NC(=O)CNC(=O)Cc2ccc3c(c2)OCCO3)c1C | -2 | 2 | 21 | -23 | 6 | -1 | -0.1 | -0.1

Whole records, quoted from the list. Values in the order: S100A4 inh HTS, ERp5 block, esBAF inh, RAD52 inh, RAD54 branch, ERAP1 HTS inh, XiGFP reactiv, E-selectin induc
Entry for `N#Cc1cncc(C#Cc2ccccc2)c1` : 0, 4, 12, -9, ·, 0, -0.1, 0.1
Entry for `O=C(C[C@H]1CC[C@H]2[C@@H](COC[C@@H](O)CN2C(=O)Nc2ccc(Cl)c(Cl)c2)O1)NCc1ccc(F)cc1` : -11, 2, 0, 26, 7, 1, 0.4, 0.7
Entry for `CC(CCc1ccccc1)NC(=O)[C@@H]1Cc2ccccc2CN1` (stereo partly specified) : -2, -1, -1, -3, 3, -8, 0.0, -0.2

Source: PubChem
